GIRK2 activator – GIRK2 channel activators by thallium flux. AID 1259324. P48051. activation (% efficacy), % for hits at 37.5 µM. 34,000 tested, under 10 active. HEK293 GIRK2/NPY4 cells, thallium flux fluorescence;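 active = primary screen hit, no activity in plain HEK293 cells, and in GIRK2-only cells above 5% efficacy rising with concentration; inactive = the rest, including fluorescent compounds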;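 note: efficacy is normalized control-subtracted fluorescence 15 s after thallium addition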
Target sequence (P48051 whole entry, looked up): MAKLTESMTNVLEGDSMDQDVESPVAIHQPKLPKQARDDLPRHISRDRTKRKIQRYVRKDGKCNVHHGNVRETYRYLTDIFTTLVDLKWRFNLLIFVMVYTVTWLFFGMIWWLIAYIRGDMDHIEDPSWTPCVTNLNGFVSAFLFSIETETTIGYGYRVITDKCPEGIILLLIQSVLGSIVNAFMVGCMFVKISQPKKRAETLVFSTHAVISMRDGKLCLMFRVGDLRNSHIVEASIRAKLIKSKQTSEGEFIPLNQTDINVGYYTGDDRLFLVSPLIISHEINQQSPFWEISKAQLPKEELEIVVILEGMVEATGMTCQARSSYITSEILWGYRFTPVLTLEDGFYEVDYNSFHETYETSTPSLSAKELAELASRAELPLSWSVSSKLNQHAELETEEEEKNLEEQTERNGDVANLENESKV
Calls only. This is a subset; count on the stated rates, not on these rows.

Results for O=C1CCCC(=O)N1CCS(=O)(=O)NCC#CCN1CCc2ccccc2C1 ?
GIRK2 activator: inactive

What do the screens show for `CN1CCN(C(CNC(=O)COc2ccc(Cl)cc2Cl)c2cccn2C)CC1` (configuration not stated)?
GIRK2 activator: inactive

How did COCCNCc1ccsc1 do in these assays?
GIRK2 activator: inactive

How did COc1ccc(F)cc1S(=O)(=O)N1CCC(OC)CC1 do in these assays?
GIRK2 activator: inactive

How did Cc1ccc(NC(=O)c2cccc(S(=O)(=O)C(C)C)c2)c(C(=O)c2ccccc2)c1 do in these assays?
GIRK2 activator: inactive

Results for O=S(=O)(c1ccccc1)c1nc(-c2ccccc2F)oc1NCC1CCCO1 (configuration not stated) ?
GIRK2 activator: inactive

How did COC(=O)c1ccc(NC(=O)C(=O)NCC2CCN(C(=O)Oc3ccccc3)CC2)cc1 do in these assays?
GIRK2 activator: inactive

How did CCn1ccc(C(=O)N=c2sc3cccc(F)c3n2CCOC)n1 do in these assays?
GIRK2 activator: inactive

What do the screens show for `O=C(c1c(F)cccc1Cl)N1CCN(c2ccc(Nc3cccnc3)nn2)CC1`?
GIRK2 activator: inactive

What do the screens show for `CC1CCN(S(=O)(=O)c2ccc(-c3nc(C#N)c(N4CCOCC4)o3)cc2)CC1`?
GIRK2 activator: inactive

How did CC(C)(C)n1ncc2c(=O)n(CCC(=O)NCc3ccccc3Cl)cnc21 do in these assays?
GIRK2 activator: inactive

What do the screens show for `O=C(NCCCO)C(=O)NCC1COC2(CCCCC2)O1` (configuration not stated)?
GIRK2 activator: inactive

3 consecutive entries already listed, quoted:
Results for O=C1CCCC(=O)N1CCS(=O)(=O)NCC#CCN1CCc2ccccc2C1 ?
GIRK2 activator: inactive

What do the screens show for `CN1CCN(C(CNC(=O)COc2ccc(Cl)cc2Cl)c2cccn2C)CC1` (configuration not stated)?
GIRK2 activator: inactive

How did COCCNCc1ccsc1 do in these assays?
GIRK2 activator: inactive

(more compounds)
Results for OC(COc1ccc2c(c1)OCO2)CN1CCCC1 (configuration not stated) ?
GIRK2 activator: inactive

Results for COc1ccc(-c2cn(CC(=O)N3CCCc4ccccc43)nc2N2CCOCC2)cc1 ?
GIRK2 activator: inactive

Results for Cc1ccccc1Cn1nc2c(=O)n(-c3ccc(Br)cc3)ccn2c1=O ?
GIRK2 activator: inactive

How did O=S(=O)(NCCOc1ccc2nnc(-c3ccccc3)n2n1)c1ccccc1 do in these assays?
GIRK2 activator: inactive

What do the screens show for `COc1ccc(OC)c(NS(=O)(=O)c2cc(N3C(=O)CCS3(=O)=O)ccc2C)c1`?
GIRK2 activator: inactive

Results for Cc1ccc2c(c1)N(C(=O)Cn1cc(-c3ccccc3)c(N(C)C)n1)CCO2 ?
GIRK2 activator: inactive

Results for CCCN1C(=O)CCc2cc(NC(=O)c3ccc(OC)c(OC)c3)ccc21 ?
GIRK2 activator: inactive

What do the screens show for `Cc1nnc(NC(=O)CCN2C(=O)c3ccccc3S2(=O)=O)s1`?
GIRK2 activator: inactive

What do the screens show for `O=C(NCCS(=O)(=O)N1CCN(c2ccccn2)CC1)c1ccc(=O)[nH]c1`?
GIRK2 activator: inactive

How did Cc1ccsc1C(O)CNC(=O)C1CCN(S(C)(=O)=O)CC1 (configuration not stated) do in these assays?
GIRK2 activator: inactive

Results for O=C(c1ccco1)N1CCc2ccc(NS(=O)(=O)Cc3ccccc3)cc21 ?
GIRK2 activator: inactive

What do the screens show for `COc1cccc(C(CNS(=O)(=O)Cc2ccccc2Cl)N2CCOCC2)c1` (configuration not stated)?
GIRK2 activator: inactive

How did Cc1ccc(S(=O)(=O)CCCC(=O)N(CCN(C)C)c2nc3c(C)cccc3s2)cc1 do in these assays?
GIRK2 activator: inactive

Results for COc1ccc(CC(=O)Nc2ccc(N3CCCC3=O)cc2)cc1OC ?
GIRK2 activator: inactive

What do the screens show for `CC(C(=O)Nc1ccc2c(c1)OCO2)N1C(=O)c2ccccc2S1(=O)=O` (configuration not stated)?
GIRK2 activator: inactive

How did O=S(=O)(c1cccs1)N1CCN(c2ccc(-c3cccs3)nn2)CC1 do in these assays?
GIRK2 activator: inactive

Results for Cc1cccc(C)c1NC(=O)CC1=NS(=O)(=O)c2ccccc2N1 ?
GIRK2 activator: inactive

Results for COc1ccc(CCNC(=O)c2ccc(N3CCCCS3(=O)=O)cc2)cc1 ?
GIRK2 activator: inactive

What do the screens show for `CCNc1cc(NCCNS(=O)(=O)c2ccc(-c3csc(C)n3)s2)nc(C)n1`?
GIRK2 activator: inactive

Results for Cc1cc(-c2nnc(NC(=O)c3cccc(S(=O)(=O)C(C)C)c3)o2)nn1C ?
GIRK2 activator: inactive

How did COc1ccc(-n2nc3c(c2NC(=O)C(=O)NC2CCCCC2)CS(=O)(=O)C3)cc1 do in these assays?
GIRK2 activator: inactive

Results for Cc1cc(C)n(-c2cc(NCCNC(=O)Nc3cccc(F)c3)nc(C)n2)n1 ?
GIRK2 activator: inactive

Results for CN(C)S(=O)(=O)c1ccc(C(=O)N2CCOC(c3ccc(C(F)(F)F)cc3)C2)cc1 (configuration not stated) ?
GIRK2 activator: inactive

How did CCOC(=O)N1CCN(C(=O)CSc2nnc(-c3cn(C)nc3OC)n2C)CC1 do in these assays?
GIRK2 activator: inactive

How did CC(C)c1cc(=O)n(CC(=O)Nc2cccc(C(F)(F)F)c2)cn1 do in these assays?
GIRK2 activator: inactive

What do the screens show for `COCC(=O)N1CCCc2ccc(NC(=O)C3(c4ccc(Cl)cc4)CCCC3)cc21`?
GIRK2 activator: inactive

Results for COCCn1c(=S)[nH]c2cc(C(=O)NCc3ccccn3)ccc2c1=O ?
GIRK2 activator: inactive

Results for O=C(NNC(=O)c1ccco1)c1ccc(=O)n(Cc2ccccc2)c1 ?
GIRK2 activator: inactive

How did O=C(Nc1cccc(Cl)c1Cl)c1nc(-c2cnccn2)no1 do in these assays?
GIRK2 activator: inactive

How did O=C(Cc1ccc(NC(=O)c2cnccn2)cc1)NCc1cccs1 do in these assays?
GIRK2 activator: inactive

How did CC(C)(C)C(=O)N1CCN(Cc2nnnn2-c2ccc(F)c(F)c2)CC1 do in these assays?
GIRK2 activator: inactive

How did Cc1cc(C)c(NC(=O)CCc2ccccc2)c(Cl)c1 do in these assays?
GIRK2 activator: inactive

Results for CC(=O)Nc1cccc(NC(=O)CCCn2nc(-c3ccco3)ccc2=O)c1 ?
GIRK2 activator: inactive

What do the screens show for `COC(=O)CCc1c(C)nc2c(c(-c3cccs3)nn2C2CCS(=O)(=O)C2)c1C` (configuration not stated)?
GIRK2 activator: inactive

Results for O=C(NCCOc1ccc(F)cc1)C(=O)NCc1ccc2c(c1)OCO2 ?
GIRK2 activator: inactive

How did CC(CNC(=O)C1CCN(c2ncnc3c2sc2ncccc23)CC1)c1ccccc1 (configuration not stated) do in these assays?
GIRK2 activator: inactive

What do the screens show for `COC(=O)c1ccc(NC(=O)C(=O)NCC2CCN(Cc3ccccc3SC)CC2)cc1`?
GIRK2 activator: inactive

How did Cn1nc(C(=O)Nc2ccccc2NC(=O)c2cccnc2)ccc1=O do in these assays?
GIRK2 activator: inactive

Results for CSc1ccccc1NC(=O)C(=O)N1CCN(c2cccc(Cl)c2)CC1 ?
GIRK2 activator: inactive

How did CC1(C)OC2OC(COC(=O)c3ccccc3)C3OC(C)(C)OC3C2O1 (configuration not stated) do in these assays?
GIRK2 activator: inactive

Results for COc1cc(C(=O)NC2(c3nc(-c4ccsc4)no3)CCCCC2)cc(OC)c1OC ?
GIRK2 activator: inactive

How did O=C(CS(=O)(=O)Cc1ccccc1)Nc1nc2c(F)cccc2s1 do in these assays?
GIRK2 activator: inactive

What do the screens show for `O=C(c1ccc(S(=O)(=O)c2ccccc2)nc1)N1CCN(c2ccccc2)CC1`?
GIRK2 activator: inactive

Results for Cc1nnsc1C(=O)N1CCN(c2nccn2C)CC1 ?
GIRK2 activator: inactive

How did O=C(CSc1cc(N2CCOCC2)ncn1)Nc1ccc2c(c1)OCCO2 do in these assays?
GIRK2 activator: inactive

How did CN1CC(NC(=O)CSCc2ccccc2)CC1=O (configuration not stated) do in these assays?
GIRK2 activator: inactive

Results for COc1ccc(N2CC(c3nc4ccccc4n3CC(O)COc3ccc(C)cc3C)CC2=O)cc1 (configuration not stated) ?
GIRK2 activator: inactive

How did Cc1ccc2c(c1)N(C(=O)CN1CCN(Cc3ccccc3C)S1(=O)=O)CCO2 do in these assays?
GIRK2 activator: inactive

How did COC(=O)c1ccc(NC(=O)C(=O)NCC(O)(c2cccs2)C2CC2)cc1 (configuration not stated) do in these assays?
GIRK2 activator: inactive

How did COc1ccc(S(=O)(=O)NCc2ccsc2)cc1OC do in these assays?
GIRK2 activator: inactive

Results for COc1ccc(-c2ccc(N3CCCC(C(=O)NCc4ccc5c(c4)OCO5)C3)nn2)cc1 (configuration not stated) ?
GIRK2 activator: inactive

What do the screens show for `CCOC(=O)CCC(=O)NCCNC(=O)c1ccc(NC(C)=O)cc1`?
GIRK2 activator: inactive

What do the screens show for `Cc1ccc(-c2cc(C(=O)NCC3CCCO3)c3c(C)nn(C4CCS(=O)(=O)C4)c3n2)cc1` (configuration not stated)?
GIRK2 activator: inactive

How did COc1cc(NC(=O)NCC(O)c2cccn2C)cc(OC)c1OC (configuration not stated) do in these assays?
GIRK2 activator: inactive

How did COc1ccc(S(=O)(=O)Nc2ccc3c(c2)CCC(=O)N3Cc2ccccc2)cc1Cl do in these assays?
GIRK2 activator: inactive

What do the screens show for `O=C(c1nc2ccccc2s1)N1CCN(Cc2nc(-c3ccc(F)cc3)cs2)CC1`?
GIRK2 activator: inactive

How did CCCNC(=O)c1c(N)n(-c2ccc(OC)cc2OC)c2nc3ccccc3nc12 do in these assays?
GIRK2 activator: inactive

How did COc1ccc(NC(=O)CSc2nc(=O)n(N3CCN(C)CC3)c3c2CCCC3)c(OC)c1 do in these assays?
GIRK2 activator: inactive

How did Clc1ccccc1CSc1ccc(-c2ccncc2)nn1 do in these assays?
GIRK2 activator: inactive

Results for Cc1c(C)n2c3c(=O)n(CC(=O)OCc4ccccc4)c(=O)n(C)c3nc2n1C1CCCC1 ?
GIRK2 activator: inactive

How did Cc1nc(CSc2nc(=O)n(CC3CCCO3)c3c2CCCC3)cs1 (configuration not stated) do in these assays?
GIRK2 activator: inactive

Results for Cc1ccc(S(=O)(=O)N2CCC(C(=O)Nc3nc4c(s3)CCCC4)CC2)cc1 ?
GIRK2 activator: inactive

How did O=C(NCCN1CCC(c2cccs2)CC1)c1cccc(Br)c1 do in these assays?
GIRK2 activator: inactive

How did Cc1ccc(CNC(=O)c2ccc(S(=O)(=O)c3ccc(C)cc3)nc2)cc1 do in these assays?
GIRK2 activator: inactive

How did COc1ccc(Cc2nc3ccccc3n2CC(=O)N2CCCCCC2)cc1OC do in these assays?
GIRK2 activator: inactive

Results for CC(=O)Nc1ccc(NC(=O)Cn2c3c(c(=O)n(C4CCCCC4)c2=O)CCC3)cc1 ?
GIRK2 activator: inactive

Results for O=C(NCCC(O)c1cccs1)C1(c2ccc(Cl)cc2)CCCC1 (configuration not stated) ?
GIRK2 activator: inactive

Results for CN(C)S(=O)(=O)N1CCC(c2nnc(-c3ccc(F)cc3)o2)CC1 ?
GIRK2 activator: inactive

What do the screens show for `COc1ccc(CCNC(=O)CN2C(=O)c3ccccc3S2(=O)=O)cc1OC`?
GIRK2 activator: inactive

Results for CC1C(=O)NCCN1C(=O)c1ccccc1Cl (configuration not stated) ?
GIRK2 activator: inactive

How did CCCN1C(=O)CCc2cc(NC(=O)COc3ccccc3F)ccc21 do in these assays?
GIRK2 activator: inactive

How did Cc1cccc2sc(N(CC3CCCO3)C(=O)C3CCN(S(C)(=O)=O)CC3)nc12 (configuration not stated) do in these assays?
GIRK2 activator: inactive

Three compounds drawn at random from the list so far:
How did Cc1cccc2sc(N(CC3CCCO3)C(=O)C3CCN(S(C)(=O)=O)CC3)nc12 (configuration not stated) do in these assays?
GIRK2 activator: inactive

What do the screens show for `COc1ccc(CCNC(=O)CN2C(=O)c3ccccc3S2(=O)=O)cc1OC`?
GIRK2 activator: inactive

How did CCCN1C(=O)CCc2cc(NC(=O)COc3ccccc3F)ccc21 do in these assays?
GIRK2 activator: inactive

Compounds shown so far with an NH in an aromatic ring:
What do the screens show for `O=C(NCCS(=O)(=O)N1CCN(c2ccccn2)CC1)c1ccc(=O)[nH]c1`?
GIRK2 activator: inactive

Results for COCCn1c(=S)[nH]c2cc(C(=O)NCc3ccccn3)ccc2c1=O ?
GIRK2 activator: inactive

New compounds follow:
Results for O=C(NCC(O)(c1ccccc1)C(F)(F)F)c1ccccc1Br (configuration not stated) ?
GIRK2 activator: inactive

What do the screens show for `COc1ccc(SCCC(=O)Nc2nc(-c3ccccc3)c(C(C)=O)s2)cc1`?
GIRK2 activator: inactive

Results for COC(=O)c1sccc1S(=O)(=O)N(CC(=O)Nc1ccc(C)cc1)c1ccc(Cl)cc1 ?
GIRK2 activator: inactive

How did Cc1cccc(C)c1Nc1nc2c(c(=O)n(C)c(=O)n2C)n1CC(=O)O do in these assays?
GIRK2 activator: inactive

What do the screens show for `Cc1ccc2c(=O)c(S(=O)(=O)c3ccccc3)cn(CC(=O)N3CCc4ccccc4C3)c2n1`?
GIRK2 activator: inactive

How did COCCNc1nc2c(S(=O)(=O)c3ccccc3)nnn2c2ccc(Cl)cc12 do in these assays?
GIRK2 activator: inactive

How did O=c1c2cc(-c3ccc(F)cc3)nn2cnn1Cc1nc(-c2cccc(Br)c2)no1 do in these assays?
GIRK2 activator: inactive

How did O=C(NCc1ccc2c(c1)OCO2)c1csc(Nc2ccccc2)n1 do in these assays?
GIRK2 activator: inactive

What do the screens show for `CC(C)(C)NC(=O)C(=O)NCC1CCN(Cc2ccco2)CC1`?
GIRK2 activator: inactive

Bioassay records (PubChem BioAssay)
